uPA surface inh = blocks generation of uPA at the cell surface | cell surface uPA generation assay, qHTS | Potency, µM (titrated, usually from 38.3 µM), for inactives: at the highest dose activity change, negative = inhibition, most hits filed as inhibitors | actives 0.31% (n = 330,000) | AID 540303; active means well fitted inhibition curve with a large enough effect; inconclusive means small, poorly fitted or top-dose-only effect; inactive means no such curve, though single readings can be large or run the other way; tested in mouse RAW 264.7 cells; further: potency means the concentration at half of the fitted maximal effect; on the % scale 0 is the no-effect control and ±100 the full control effect; nearly all actives have a fitted effect of over 55% in size
BRCA1 expr act = BRCA1 expression activation; MCF7-BRCA1-FFLuc reporter, luminescence, 48 h; response scale: scaled: vehicle 0%, 10 µM genistein 100%; actives 1.1% (n = 380,000); AID 624202; Potency, µM (series often up to 46.1 µM), without a hit: at the top dose activation, hits mostly activators; further: potency means the concentration at half of the fitted maximal effect; nearly all actives have a fitted effect of over 80% in size; some results filed as inactive show a strong effect at the top dose
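First, MCF7-BRCA1-FFLuc cells (2000/well) attach for 2 h; next, compounds are pin-added and incubated 48 h at 37 °C; finally, luciferase reagent is added and luminescence read after 15 min.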
USP2a inh = inhibitors of human ubiquitin-specific protease USP2a; actives 0.01% (n = 330,000); Potency, µM (doses to about 38.3 µM), for the others: at the highest dose activity change, negative = inhibition, usual class: inhibitors; USP2 core, Ub-CHOP2 coupled fluorogenic reporter, 485/531;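 further: potency means the concentration at half of the fitted maximal effect; plate controls were DMSO wells for no effect and full inhibition by NEM control for full effect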
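USP2 core (10nM final) preincubated 30min RT with compound in 20mM Tris-HCl pH 8.0, 2mM CaCl2, 2mM beta-mercaptoethanol, 0.05% CHAPS; 25nM Ub-CHOP2 plus 25nM reporter substrate added, fluorescence (Ex485/Em531) read after 60min.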
B2AR arrestin = recruits beta-arrestin to the human beta2-adrenergic receptor. beta-arrestin recruitment to beta2AR, cell-based reporter. Potency, µM (top dose mostly 46.1 µM), for inactives: at the top dose activation, hits mostly activators. actives 0.02% (n = 330,000);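 further: potency means the concentration at half of the fitted maximal effect; 0% = DMSO controls and full agonism = EC100 isoproterenol or metaproterenol; nearly all actives have a fitted effect of over 65% in size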
Target sequence (P07550 whole entry, looked up): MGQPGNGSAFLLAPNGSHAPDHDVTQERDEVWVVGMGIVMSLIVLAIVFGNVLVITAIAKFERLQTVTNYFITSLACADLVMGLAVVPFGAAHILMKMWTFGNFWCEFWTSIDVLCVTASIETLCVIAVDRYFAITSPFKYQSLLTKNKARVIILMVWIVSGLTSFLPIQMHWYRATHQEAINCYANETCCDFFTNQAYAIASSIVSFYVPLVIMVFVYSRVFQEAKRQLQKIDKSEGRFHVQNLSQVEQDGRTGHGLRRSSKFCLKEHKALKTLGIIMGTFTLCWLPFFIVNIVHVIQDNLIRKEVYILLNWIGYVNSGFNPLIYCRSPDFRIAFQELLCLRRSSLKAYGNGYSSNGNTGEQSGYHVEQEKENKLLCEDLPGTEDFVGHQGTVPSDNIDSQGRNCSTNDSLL
p53 reactivator = re-activators of mutant p53; Potency, µM (series often up to 92.2 µM), without a hit: at the top dose activity change, positive = activation, most hits filed as activators; H1299 p53-A138V BP100-luciferase reporter, luminescence, 24 h; actives 0.063% (n = 320,000); further: potency means the concentration at half of the fitted maximal effect; % of control where 0% means no effect; nearly all actives have a fitted effect of over 45% in size
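H1299 (p53-null), stable ts p53-A138V + BP100-Luc; 1000 cells/well, Opti-MEM/10% FBS; cpd 4 pt, 1:5; 24 h, 37 deg C, 5% CO2; detection reagent 10 min RT; luminescence.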
TRPV1 ag = human TRPV1 agonism; Q8NER1; TRPV1-expressing cells, Fluo-8 calcium influx, agonist mode; activation, % at 8.33 µM; actives 0.19% (n = 320,000); AID 540275; in the data active means activation above about 80%; inconclusive means between about 30% and that limit; further: 0% is about no effect
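TRPV1-expressing cells were cultured overnight at 35.5C and loaded with Fluo-8 calcium dye for 40 to 90 min at room temperature. After a 10 s baseline, compound was added and calcium influx was read kinetically for 3 min (ex 480/em 520 nm).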
a7 integrin act = activators of alpha7 integrin expression for muscular dystrophy | alpha7betagal myoblasts, beta-gal FDG fluorescence, 48 h | Potency, µM (top dose mostly 38.3 µM), without a hit: at the top dose activation, actives largely listed as activators | actives 0.064% (n = 350,000) | AID 624291;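 further: potency means the concentration at half of the fitted maximal effect; 100% = response of the positive control SU9516; nearly all actives have a fitted effect of over 60% in size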
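Alpha7betagal+/- myoblasts (passage 13) were plated 16-24 hr, then exposed to compounds (1:260 dilution of DMSO stock) for 48 hours at 37C. After MPER lysis, β-galactosidase reporter activity was read as FDG fluorescence (ex 480/em 540) after 30 minutes.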
ASM inhibitor = blocks human secretory acid sphingomyelinase; P17405; Potency, µM (series often up to 57.5 µM), inactives show top-dose activity change, negative = inhibition, usual class: inhibitors; actives 0.006% (n = 340,000); placental ASM, HMU-PC fluorogenic substrate, 60 min; further: potency means the concentration at half of the fitted maximal effect
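qHTS format. ASM enzyme prepared from human placenta hydrolyses the fluorogenic substrate HMU-PC0 (9 uM final) over 60 min at 37 °C after a 10 min compound preincubation.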
PTAP TSG101 blk = blocks PTAP/TSG101 interaction to inhibit HIV-1 budding. Q99816. 340,000 tested, under 10 active. Fluorescence polarization, FITC-PTAP peptide / Tsg101 binding. AID 493005. Potency, µM (series often up to 115 µM), inactives show at the top dose activity change, negative = inhibition, usual class: inhibitors; active means well fitted inhibition curve with a large enough effect in the main read-out, with a control signal flat, not every such curve was filed as active; inconclusive means small, poorly fitted or top-dose-only effect, or effect the other way, or a change in a side signal; inactive means no such curve, though single readings can be large or run the other way; further: potency means the concentration at half of the fitted maximal effect; % of control where 0% means no effect
Target sequence (Q99816 whole entry, looked up): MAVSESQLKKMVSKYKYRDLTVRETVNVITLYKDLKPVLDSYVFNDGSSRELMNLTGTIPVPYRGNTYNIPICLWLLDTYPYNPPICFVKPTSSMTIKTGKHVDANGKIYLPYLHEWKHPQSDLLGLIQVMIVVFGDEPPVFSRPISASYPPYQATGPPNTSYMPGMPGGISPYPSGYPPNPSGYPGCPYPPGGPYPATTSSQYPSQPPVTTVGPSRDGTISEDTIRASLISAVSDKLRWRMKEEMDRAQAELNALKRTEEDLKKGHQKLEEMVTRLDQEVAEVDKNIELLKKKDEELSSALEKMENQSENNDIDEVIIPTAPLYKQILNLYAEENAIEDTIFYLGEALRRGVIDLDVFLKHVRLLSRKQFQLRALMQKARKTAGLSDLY
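Steps: Tsg101 binding domain dispensed (10 uM final), compounds pinned in DMSO, FITC-labeled PTAP-motif peptide added (50 nM final); after 20 min binding at room temperature, polarization measured.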
ELG1 genotox = inducers of genotoxicity in HEK293T ELG1-luciferase cells; actives 1.3% (n = 330,000); Potency, µM (doses to about 46 µM), without a hit: top-dose activity change, positive = activation, actives largely listed as activators; HEK293T ELG1-luciferase reporter, luminescence, 16 h; further: potency means the concentration at half of the fitted maximal effect; % of control where 0% means no effect; nearly all actives have a fitted effect of over 60% in size
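Step 1: seed 2,000 HEK293T ELG1-luciferase cells per well. Step 2: add compound or DMSO, incubate 16 hr at 37 °C. Step 3: ONE-Glo, 30 min at room temperature, read luminescence.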
Eya2 phos inh = Eya2 (human) phosphatase inhibition; O00167; recombinant Eya2, OMFP fluorescence dephosphorylation (OMFP is methylfluorescein phosphate); AID 488837; Potency, µM (highest dose often 76.9 µM), for the others: at the top dose activity, negative = inhibition, most hits filed as inhibitors; actives 0.006% (n = 330,000); further: potency means the concentration at half of the fitted maximal effect; on the % scale 0 is the no-effect control and ±100 the full control effect
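Eya2 (0.2 uM) preincubated 10 min at ambient with compound, then OMFP substrate added at 50 uM; 10 min reaction in 50 mM HEPES pH 7.5, 50 mM NaCl, 5 uM MgCl2, 0.05% BSA, 1 mM DTT. Fluorescence read at Ex 485/Em 525 nm.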
Starred values were filed as active, the others as inactive; ? = inconclusive; . = no result given; [ ] = another dose, or the depositor's remark. Unless noted, the call rests on the fitted dose curve; in most records, active means well fitted curve in the direction sought with a large enough effect; inconclusive means small, poorly fitted or top-dose-only effect, or another doubt; inactive means no such curve, though single readings can be large; an effect the other way counts as inactive or inconclusive.

1	CCOC(=O)C(=O)NCc1ccc(/C=C2/N=C(C)C(C(=O)OCC)=C2O)o1
2	Cc1cccc(N(Cc2ccccc2)C(=O)CCl)c1
3	O=C(COC(=O)/C=C/c1cccs1)Nc1ccc(F)cc1
4	CCCNC(=O)c1ccccc1NS(=O)(=O)c1ccc2c(c1)OCCO2
5	Oc1ccccc1-c1nnc(COc2ccc(Cl)cc2Cl)o1
6	Cn1c(=O)c2c(nc(NCc3ccccc3)n2CC(=O)NCc2ccccc2)n(C)c1=O
7	CCN(CC)S(=O)(=O)c1cccc(NC(=O)c2ccc(SC)cc2OC)c1
8	O=C(NCCO)c1ccc(-c2nnc(Nc3ccc(O)cc3)c3ccccc23)cc1
screen / no.	1	2	3	4	5	6	7	8
uPA surface inh	5%	-21%	21%	3%	?	2%	-5%	-4%
BRCA1 expr act	16%	-75%	-1%	-17%	13µM*	-2%	-24%	11%
USP2a inh	3%	1%	0%	-1%	3%	1%	0%	-1%
B2AR arrestin	0.5%	0.1%	-0.1%	0.4%	-0.8%	0.3%	0.0%	0.5%
p53 reactivator	-2%	-11%	12%	-4%	?	-5%	-6%	4%
TRPV1 ag	1	1	22	-1	12	-2	2	1
a7 integrin act	-19%	-64%[inhibitor]	-17%	-8%	23%	6%	33%	9%
ASM inhibitor	-1%	1%	-2%	-1%	-3%	-1%	-2%	-6%
PTAP TSG101 blk	-2%	-3%	-1%	-3%	0%	0%	0%	-4%
ELG1 genotox	4%	-2%	2%	2%	13µM*	3%	-18%	0%
Eya2 phos inh	4%	-11%	-22%	-10%	-1%	2%	3%	8%

9	CCn1cc(Cl)c(C(=O)Nc2cccc(CN3CCOCC3)c2)n1
10	Cc1cc(Nc2ccccc2)n(-c2ccccc2)n1
11	Cc1c(N2C(=O)C(=O)/C(=C(/O)c3ccc(Br)cc3)C2c2cccnc2)c(=O)n(-c2ccccc2)n1C (centres undefined)
12	COc1ccc(-c2[nH]ncc2C=O)cc1
13	COC(=O)C[C@H]1c2cc(C(F)(F)F)ccc2S(=O)(=O)N1Cc1ccc(OC)cc1
14	C/C(=N\NC(N)=S)c1ccncc1
15	O=c1nc(N(c2ccccc2)c2ccccc2)[nH]c(=O)[nH]1
16	CC1(C)CC(=O)C2=C(C1)N(c1ccccc1)C(N)=C(C#N)C2c1cccnc1 (centres undefined)
screen / no.	9	10	11	12	13	14	15	16
uPA surface inh	-13%	5%	0%	-1%	18%	3%	2%	4%
BRCA1 expr act	79%	-22%	-2%	44%	0%	19%	-2%	-25%
USP2a inh	1%	0%	-3%	1%	.	1%	0%	-1%
B2AR arrestin	0.2%	0.3%	-0.2%	-0.9%	.	-0.3%	-0.4%	0.0%
p53 reactivator	1%	-1%	0%	1%	.	-4%	2%	-2%
TRPV1 ag	11	?	5	-1	.	2	-1	-2
a7 integrin act	44%	-11%	-25%	19%	19%	20%	-11%	-3%
ASM inhibitor	6%	-3%	-3%	.	0%	3%	0%	7%
PTAP TSG101 blk	-1%	-2%	-9%	0%	-4%	0%	-3%	-3%
ELG1 genotox	0%	13%	3%	0%	.	0%	2%	2%
Eya2 phos inh	-12%	19%	-9%	4%	.	6%	21%	0%

In another format: entries from further up
Under each structure: uPA surface inh	BRCA1 expr act	USP2a inh	B2AR arrestin	p53 reactivator	TRPV1 ag	a7 integrin act	ASM inhibitor	PTAP TSG101 blk	ELG1 genotox	Eya2 phos inh
#12 COc1ccc(-c2[nH]ncc2C=O)cc1
  -1%	44%	1%	-0.9%	1%	-1	19%	.	0%	0%	4%
#13 COC(=O)C[C@H]1c2cc(C(F)(F)F)ccc2S(=O)(=O)N1Cc1ccc(OC)cc1
  18%	0%	.	.	.	.	19%	0%	-4%	.	.
#14 C/C(=N\NC(N)=S)c1ccncc1
  3%	19%	1%	-0.3%	-4%	2	20%	3%	0%	0%	6%
#15 O=c1nc(N(c2ccccc2)c2ccccc2)[nH]c(=O)[nH]1
  2%	-2%	0%	-0.4%	2%	-1	-11%	0%	-3%	2%	21%
#16 CC1(C)CC(=O)C2=C(C1)N(c1ccccc1)C(N)=C(C#N)C2c1cccnc1 (centres undefined)
  4%	-25%	-1%	0.0%	-2%	-2	-3%	7%	-3%	2%	0%

Additional records follow.
17	CC(C)CN1CC(C)C(=O)N(c2ccccc2)C1=O (centres undefined)
18	CNC(=O)CNC(=O)Nc1ccc(C)cc1
19	CCCCN(C(=O)c1ccc2c(c1)OCCO2)c1c(N)n(CCCC)c(=O)[nH]c1=O
20	CC(=O)Nc1cc2c(c(Cl)c1Cl)-c1ccccc1C2=O
21	COc1ccc(C(=O)C2CCCN(C(=O)c3cc(C)nc(C)n3)C2)cc1OC (centres undefined)
22	O=C(OCc1nc2scc(-c3ccccc3)c2c(=O)[nH]1)c1cc(Cl)ccc1[N+](=O)[O-]
23	O=C(NOC(=O)c1ccccc1Cl)c1cccs1
24	CSc1nc(-c2ccco2)nn1S(C)(=O)=O
screen / no.	17	18	19	20	21	22	23	24
uPA surface inh	-3%	13%	3%	0%	-5%	2%	3%	-3%
BRCA1 expr act	-15%	-2%	-2%	-55%	0%	-23%	-2%[1.84 µM]	0%
USP2a inh	.	2%	0%	.	1%	-3%	-2%	0%
B2AR arrestin	.	0.1%	0.0%	.	-0.1%	3.2%	-0.1%	0.0%
p53 reactivator	.	-1%	1%	.	0%	-9%	5%	10%
TRPV1 ag	.	0	4	.	-1	0	-3	2
a7 integrin act	23%	-18%	5%	8%	-20%	19%	13%	15%
ASM inhibitor	0%	-1%	-3%	-2%	2%	-8%	3%	5%
PTAP TSG101 blk	1%	0%	-1%	-2%	-1%	0%	-4%	-3%
ELG1 genotox	.	2%	0%	.	0%	-1%	-7%	1%
Eya2 phos inh	.	-2%	0%	.	-13%	-3%	7%	-18%

25	C[N+](C)(C)CCOP(=O)([O-])OC[C@H](O)CO
26	Cc1csc(SCC(=O)Nc2cccc(S(=O)(=O)N3CCOCC3)c2)n1
27	COc1ccc2[nH]c(C)c(-c3csc(N)n3)c2c1
28	O=C(Cc1n[nH]c(=O)c2ccccc12)Nc1ccc(-c2nnc3n2CCCCC3)cc1
29	COCCNC(=O)c1ccc2c3n(nc2c1)-c1ccc(C)cc1CO3
30	CCN(CC(=O)Nc1ccc(OC)cc1)C(=O)c1oc2c(Cl)cccc2c1C
31	CC(C)(C)c1ccccc1NC(=O)c1c(O)c2cccc3c2n(c1=O)CC3
32	CCOC(=O)Cn1cnc2c(cnn2-c2ccccc2)c1=O
screen / no.	25	26	27	28	29	30	31	32
uPA surface inh	2%	2%	-7%	-5%	?	-7%	.	-10%
BRCA1 expr act	-2%	-8%	-44%	-16%	10%	-61%	.	18%
USP2a inh	0%	-1%	1%	5%	-2%	0%	1%	5%
B2AR arrestin	-0.9%	0.3%	0.2%	0.0%	-0.9%	-0.2%	0.4%	0.0%
p53 reactivator	1%	0%	.	1%	3%	-7%	-4%	2%
TRPV1 ag	-3	2	-4	0	0	18	2	-3
a7 integrin act	.	-16%	-34%	-11%	5%	-38%	.	1%
ASM inhibitor	0%	2%	-2%	1%	29%	-1%	.	-2%
PTAP TSG101 blk	-14%	-2%	0%	-5%	-1%	0%	.	-2%
ELG1 genotox	0%	-2%	0%	-1%	?	0%	-7%	7%
Eya2 phos inh	7%	1%	0%	2%	6%	11%	-6%	3%

33	CCCSC(=S)c1c(C)[nH]n(-c2ccccc2)c1=O
34	COc1cc(C(=O)NCCC(=O)NC(C)C)cc(OC)c1OC
35	Cc1ccc(C(=O)N2CCCC(C(=O)c3ccc(Oc4ccccc4)cc3)C2)cn1 (centres undefined)
36	CC(Oc1ccc(F)cc1)C(=O)Nc1ccc(S(=O)(=O)NC2=NCCCCC2)cc1 (centres undefined)
screen / no.	33	34	35	36
uPA surface inh	-1%	2%	1%	-7%
BRCA1 expr act	-59%	8%	-28%	5%
USP2a inh	1%	1%	3%	2%
B2AR arrestin	-0.8%	0.2%	0.3%	-0.9%
p53 reactivator	6%	-1%	-5%	-1%
TRPV1 ag	2	0	0	1
a7 integrin act	-12%	0%	-37%	-30%
ASM inhibitor	-2%	0%	0%	-2%
PTAP TSG101 blk	1%	-5%	-9%	-11%
ELG1 genotox	-16%	1%	-12%	-1%
Eya2 phos inh	-8%	-6%	-4%	12%
